# AID inhibitor = activation induced cytidine deaminase inhibition; 91,000 tested, 0.32% active; AID deamination FRET fluorescence, UDG-coupled, 4 h; Q9GZX7; Potency, µM (highest dose often 115 µM), for inactives: at the top dose activity change, negative = inhibition, most hits filed as inhibitors; also: nearly all actives have a fitted effect of over 25% in size
# Target sequence (Q9GZX7 whole entry, looked up): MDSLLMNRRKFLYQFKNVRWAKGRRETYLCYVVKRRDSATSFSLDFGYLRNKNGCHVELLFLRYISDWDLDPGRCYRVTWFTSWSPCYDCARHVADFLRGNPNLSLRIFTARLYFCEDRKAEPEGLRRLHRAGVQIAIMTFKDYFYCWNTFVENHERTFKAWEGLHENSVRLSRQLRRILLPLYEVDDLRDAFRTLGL
# UDG counterscr = UDG inhibition counter-screen; Potency, µM (titrated, usually from 115 µM), for the others: at the highest dose activity change, negative = inhibition, most hits filed as inhibitors; AID 1347430; 91,000 tested, 0.14% active; FRET deamination/UDG coupled assay, UDG read, 4 h; also: nearly all actives have a fitted effect of over 65% in size
# * marks the source's active call; other numbers are inactive results; ? = inconclusive; & = joins results of further samples; [ ] = another dose, or the depositor's remark. Calls follow the shape of the dose curve; as a rule, active = well fitted curve in the direction sought with a large enough effect; inconclusive = small, poorly fitted or top-dose-only effect, or another doubt; inactive = no such curve, though single readings can be large; an effect the other way counts as inactive or inconclusive. % is scaled to controls: 0 for no effect and ±100 for the full control effect; potency is read from the fitted curve at half-maximal effect. A portion of the library; count on the stated rates, not on these rows.
Structure | AID inhibitor | UDG counterscr
N#Cc1c(-c2ccccc2)cc(-c2cccs2)nc1S(=O)Cc1ccc(Cl)cc1 (configuration not stated) | -13.9% | -4.2%
CCCOc1ccc(NC(=O)CC2C(=O)N(c3ccccc3)C(=O)N2CCC(C)C)cc1 (configuration not stated) | 14.6% | 0.1%[57.5 µM]
Cc1c(Cl)cccc1NC(=O)CN1C(=O)CCn2nc(-c3cccn3C)cc21 | 14.4% | -22.0%
C[N+](C)(C)CC#CCCCC#CC[N+](C)(C)C | -2.2% | -4.5%
CC(=O)N1CCc2cc(Br)cc(S(=O)(=O)CCC(=O)NCc3ccc(F)cc3)c21 | -3.5% | 4.4%
CCCOc1cccc(CN)c1 | 8.3% | 0.1%
O=c1oc2ccccc2cc1-c1nc(-c2ccccc2)cs1 | 0.5% | -0.9%
Cc1ccc(SCCn2cc(S(=O)(=O)N3CCCC3)ccc2=O)cc1 | -13.3% | 7.5%
CC(NC(=O)CSc1ncnc2ccccc12)c1ccccc1 (configuration not stated) | -25.5% | -5.7%
O=C(Cn1nnc(-c2cccc(C(F)(F)F)c2)n1)c1cccc(Br)c1 | 15.9% | -8.5%
CSc1ccc(NC(=O)Cc2cccs2)cc1 | 12.3% | 3.4%
N#Cc1ncn(Cc2noc(-c3ccc(F)cc3)n2)n1 | 0.7% | 8.5%

# Next part; it opens with the two that closed the last part.
Structure | AID inhibitor | UDG counterscr
CSc1ccc(NC(=O)Cc2cccs2)cc1 | 12.3% | 3.4%
N#Cc1ncn(Cc2noc(-c3ccc(F)cc3)n2)n1 | 0.7% | 8.5%
CCN(c1ccc(C)cc1C)S(=O)(=O)c1nnc(NC(=O)c2ccc(F)cc2)s1 | -3.5% | -4.5%[57.5 µM]
CC1=C(C(=O)OCC2CCCCC2)C(c2ccccc2F)CC(=O)N1 (configuration not stated) | -19.8% | -7.6%
Cc1cc(NC(=O)NCc2ccc3c(c2)CCN3C(=O)c2ccccc2)ccc1Br | 14.9% | -2.6%[57.5 µM]
N#Cc1cccc(/C=C2\CCOc3cc(Br)ccc3C2=O)c1 | ? | -10.1%
COc1cc(NC(=O)c2ccc(C)c(Cl)c2)ccc1NC(=O)c1cc2ccccc2o1 | -4.6%[57.5 µM] | -3.1%[57.5 µM]
Cn1c(=O)c2c(nc(N3CCOCC3)n2Cc2ccccc2Cl)n(C)c1=O | -4.2% | -6.4%
COCc1nc2cccnc2n1C1CCN(S(=O)(=O)c2ccc(Cl)s2)CC1 | -18.4% | -19.0%
NC(N)=N/N=C/c1ccc(Cl)c([N+](=O)[O-])c1 | -5.6% | -4.9%
CCC1CN(C(=O)N2CCC(C(=O)NCc3cc(OC)c(OC)c(OC)c3)CC2)c2ccccc2O1 (configuration not stated) | -0.9%&6.8% | 6.7%
Cc1oc2ncn(C)c(=O)c2c1C(=O)NCc1ccc(Cl)cc1 | 12.6% | 42.9%[activator]
Cc1sc2ncn(CC(=O)N3CCN(c4ccc(F)cc4)CC3)c(=O)c2c1S(=O)(=O)N1CCCCC1 | ? | 5.0%
CC(C)C(NC(=O)CSc1ccc2c(c1)OCCO2)c1ccc2c(c1)OCCCO2 (configuration not stated) | -14.5% | -1.1%

# One compound at a time (already shown). Order of values: AID inhibitor | UDG counterscr
# `O=c1oc2ccccc2cc1-c1nc(-c2ccccc2)cs1` is listed as 0.5% | -0.9%
# `CC(NC(=O)CSc1ncnc2ccccc12)c1ccccc1` (configuration not stated) is listed as -25.5% | -5.7%
# `CCCOc1cccc(CN)c1` is listed as 8.3% | 0.1%

# Later entries.
Structure | AID inhibitor | UDG counterscr
CCOC(=O)N1CCN(C(=O)CN(c2ccc(C)cc2C)S(=O)(=O)c2ccccc2)CC1 | 0.8% | 7.2%
COC(=O)c1cc(-c2c(C)oc3cc(OC(C)C)ccc3c2=O)c(C)o1 | ? | 24.9%
COc1cccc(N2CCN(C(=O)C3CCC(CNS(=O)(=O)c4ccc(Br)s4)CC3)CC2)c1 (configuration not stated) | 5.1% | -12.6%[57.5 µM]
Cc1cccc(Cn2c(SCC(=O)Nc3ccccc3)nc3c2c(=O)n(C)c(=O)n3C)c1 | 4.7% | 1.4%
COC(=O)c1c(C)sc2c1OC(N)=C(C#N)C21C(=O)N(Cc2ccccc2F)c2ccccc21 (configuration not stated) | 50.8%[activator] | -20.6%
Cc1ccc2c(=O)cc(C(=O)Nc3ccc(S(N)(=O)=O)cc3)oc2c1C | -10.4% | -6.2%
Cc1ccccc1Cn1nc(C)c(NC(=O)c2cc(CC(C)C)on2)c1C | 8.5% | 20.3%
CCOC(=O)c1cccc(NC(=O)c2cnc3sc(N4CCOCC4)nn3c2=O)c1 | -1.0% | -19.5%
COc1ccccc1N1CCN(c2ncnc3c2cnn3C)CC1 | ? | -4.4%[57.5 µM]
CCOc1ccc(C2CC(=O)c3c([nH]c(C(=O)OCCOc4ccccc4)c3C)C2)cc1 (configuration not stated) | -0.9% | 0.5%
Cc1ccc(-c2nc(C)c(CCNC(=O)C(=O)Nc3cc(C)ccc3C)s2)cc1 | -2.1% | 4.7%
COC(=O)CC1Oc2ccccc2-n2cc(-c3ccc(C)cc3)nc21 (configuration not stated) | -4.0% | -0.9%

# More results.
Structure | AID inhibitor | UDG counterscr
Fc1ccc(OCc2nnc(-c3ccc(Br)o3)o2)cc1 | -10.5% | -3.1%
Cc1cccc(C)c1Nc1c(-c2cccs2)nc2ncccn12 | -28.3% | -6.4%
CCOc1ccc(NC(=O)CSc2nc3c(oc4ccccc43)c(=O)n2CCOC)cc1 | 6.4% | -1.6%
CCOc1ccccc1NC(=O)N(CC)Cc1cc(=O)[nH]c2c(C)cc(C)cc12 | -2.4% | -8.6%
COc1cccc(/C=C/C(=O)Nc2ccc3nc(N4CCN(C)CC4)cc(C)c3c2)c1OC | -27.2% | -5.1%
COc1ccccc1Cn1c(SCC(=O)C(C)(C)C)nc2ccccc2c1=O | -26.4% | ?
CCC(C(=O)NC1CCCCC1)n1c(SCc2cccc(F)c2)nc2ccncc21 (configuration not stated) | -5.1% | -4.9%
O=C(NC1CC1)C(NCc1ccc(C(F)(F)F)cc1)c1ccccc1 (configuration not stated) | -0.5% | 7.2%
CC(C)c1cc(C(=O)N2CCC(C(N)=O)CC2)c2ccccc2n1 | -1.1% | -4.3%
COC(=O)c1ccc(CN)o1 | 0.6% | -6.7%
CCCC(=O)Nc1ccc2c(c1)nc(CN1CCN(C(=O)OCC)CC1)n2C(C)C | 2.5% | -3.8%
CCCCNC(=O)C(=O)NCCc1c[nH]c2ccccc12 | -0.9% | 1.2%

# Other structures follow:
Structure | AID inhibitor | UDG counterscr
CCC(C)[C@H](NC(=O)NCCc1ccc(Cl)cc1)C(=O)O (some centres not stated) | 0.3% | -0.2%
COc1ccc(NCCN)cc1 | 27.5% | -2.8%
Cc1ccc2[nH]c(C(=O)N3CCN(c4ccccc4)CC3)cc2c1 | 6.0% | 2.8%
COc1ccccc1CC(=O)NCc1cccs1 | -0.4% | -0.9%
Cn1c(NCc2ccco2)nc2c1c(=O)n(Cc1ccc(Cl)cc1)c(=O)n2C | -6.8% | -11.3%
CCCCN(CCCC)C(=O)CN(C)S(=O)(=O)c1ccc2c(c1)c(=O)n(C)c(=O)n2C | -11.6% | -5.1%
Cc1cc(NCc2ccc(Cl)cc2)n2cnnc2n1 | -2.4% | -9.1%
Cc1cccc2c(C(=O)O)cc(-c3cccs3)nc12 | -3.6% | -6.3%
Cc1ccc(S(=O)(=O)c2cn(Cc3ccccc3)c3cc(N4CCCC4)c(F)cc3c2=O)cc1C | ? | -29.2%
CC(=O)c1c(C)[nH]c(C(=O)c2cc3cc(Cl)ccc3o2)c1C | -0.3% | -2.7%
Cc1ccc2occ(CC(=O)Nc3c(C)cccc3C)c2c1 | 10.8% | -0.6%
COCCOc1ccc(/C=C/C(=O)c2ccc(C#N)cc2)cc1OC | -12.5% | 0.1%

# Next records.
Structure | AID inhibitor | UDG counterscr
N#Cc1ccc(C(=O)NC2CCCCC2C(F)(F)F)cc1 (configuration not stated) | 3.8% | 7.2%
CCC(=O)N1CCc2cc(S(=O)(=O)CCC(=O)Nc3ccc(OC(F)(F)F)cc3)ccc21 | 18.0% | 10.1%
CN(CC(=O)Nc1ccc(Cl)cc1C(F)(F)F)C1CCc2ccccc21 (configuration not stated) | -12.2% | -5.3%
CCS(=O)(=O)c1ncc(Cl)c(C(=O)N2CCN(c3cccc(Cl)c3)CC2)n1 | 5.1% | -8.3%
CCc1cccc(NC(=O)c2cnc(SC)nc2-c2ccccc2)c1 | 0.8% | 3.0%[57.5 µM]
CC(=O)c1c(C)[nH]c(C(=O)c2oc3ccc(Br)cc3c2C)c1C | -3.0% | -13.5%
CC(Oc1ccccc1)C(=O)OCc1nc(N)nc(N)n1 (configuration not stated) | 4.5% | -7.6%
N#Cc1ccccc1OCc1cccc2ccccc12 | -14.1% | -2.9%
Cc1cc(=O)oc2cc(OCC(=O)NC(C)(C#N)C(C)C)ccc12 (configuration not stated) | -1.8% | 0.6%
O=C(O)COc1ccc2c(=O)c(-c3ccccc3)coc2c1 | -4.0% | -1.1%
Cc1[nH]c2ccccc2c1C(=O)C(=O)N(C)C1CCS(=O)(=O)C1 (configuration not stated) | -3.0% | -5.4%
CC1=NN(C(=O)CSCc2ccc(F)cc2Cl)C(O)(C(F)(F)F)C1 (configuration not stated) | 4.1% | 0.9%

# (more compounds)
Structure | AID inhibitor | UDG counterscr
Nc1c(C(=O)NCc2ccc(Cl)cc2Cl)nnn1Cc1ccc(Br)cc1 | -0.5% | 36.9%[activator]
COc1ccccc1C(=O)Nc1nnc2n1CCS2 | 11.7% | -0.4%
Cc1ccccc1OCc1nc(C#N)c(NCc2ccc3c(c2)OCO3)o1 | -8.1% | 4.7%
Cc1ccc(Cn2c(C)c(CNCC(C)c3ccccc3)c(C(=O)O)c2C)cc1 (configuration not stated) | 0.3% | 0.0%
CN(C)CCCOC(=O)c1cc(C(C)(C)C)cc(C(C)(C)C)c1 | -8.6% | 0.2%
COc1ccc(C(=O)Nc2cc(S(=O)(=O)c3ccc(Cl)cc3)c(O)c(C)c2C)cc1 | 33.6%[activator] | 2.7%
CCOc1ccc(CNC(=O)c2ccc3c(c2)nc2n3CCC(C)C2)cc1OC (configuration not stated) | -4.2% | 1.9%[57.5 µM]
COc1ccc(C)cc1NS(=O)(=O)c1c(C)nc2sc(C)cn2c1=O | -2.8% | -18.5%
COc1ccc(OC)c(-c2cc3ccc(OCC#N)cc3oc2=O)c1 | -8.4% | -1.0%
CC(C)c1ccc(NC(=O)C(NS(=O)(=O)c2ccc3c(c2)CCC(=O)N3)c2ccccc2)cc1 (configuration not stated) | 13.6% | -5.5%
O=C1c2[nH]nc(-c3ccccc3O)c2C(c2ccccc2F)N1Cc1cccnc1 (configuration not stated) | 14.7% | -3.0%
O=C(COc1cc(Cl)cc(Cl)c1)NC1CC1 | -3.5% | 0.4%

# Other structures
Structure | AID inhibitor | UDG counterscr
Cc1c(CC(=O)N2CCN(c3ccccc3)CC2)c(=O)oc2c(C)c(O)ccc12 | -6.6% | -3.0%
Cc1ccc(S(=O)(=O)NC2(C(F)(F)F)NC(=O)N(c3ccc(F)cc3)C2=O)cc1 (configuration not stated) | ? | -13.5%
CCOc1ccc(-c2n[nH]c3c2C(c2ccccc2OC)N(c2ccc(Br)cc2)C3=O)cc1 (configuration not stated) | ? | -16.2%
Cc1ccc(O)c(NC(=O)c2cc(-c3ccccc3O)no2)c1 | 24.7% | 5.4%
Cc1ccc(CNC(=O)Cc2ccsc2)cc1 | -6.5% | -1.2%
Cc1csc(SCC(=O)O)n1 | 5.3% | 0.8%
Cc1nc2ccc(C(=O)NC3CCCCNC3=O)cc2nc1C (configuration not stated) | 9.4% | -1.6%
COC(=O)c1c(NC(=O)CCCOc2ccccc2C)sc2c1CCC2 | -24.3% | ?
CCOc1ccc(-n2c(SC(C)C(=O)OC)nc3c([nH]c4ccccc43)c2=O)cc1 (configuration not stated) | -9.5% | -10.0%
O=C1Cc2c([nH]c3ccc(Br)cc23)-c2ccccc2N1 | -13.6% | -12.8%
CNC(=O)c1ccc(NC(=O)c2cccc(N(C)C)c2)cc1 | 6.3% | 6.5%
O=C(NN=C1CCCCCC1)c1nc(-c2ccccc2)n(-c2ccccc2)n1 | -12.2% | -2.4%

# Three entries out of the list above, ordered by the value under AID inhibitor, highest first.
SMILES	AID inhibitor
Cc1ccc(CNC(=O)Cc2ccsc2)cc1	-6.5%
O=C1Cc2c([nH]c3ccc(Br)cc23)-c2ccccc2N1	-13.6%
COC(=O)c1c(NC(=O)CCCOc2ccccc2C)sc2c1CCC2	-24.3%

# Next section.
Structure | AID inhibitor | UDG counterscr
FC(F)(F)c1ccc(Cl)c(N/N=C/c2ccccc2)c1 | -7.1% | -5.3%
CN(CC(N)=O)C(=O)CCc1ncc(-c2c(F)cccc2F)o1 | 5.5% | 0.9%
COc1ccccc1N1CCN(C(=O)CSc2nc3ccccc3nc2Cc2ccccc2)CC1 | ? | -13.8%
O=C(COC(=O)C(Cc1ccccc1)N1C(=O)C2C3CC(C(Br)C3Br)C2C1=O)c1ccc([N+](=O)[O-])cc1 (configuration not stated) | -3.0% | -11.5%
COc1ccc(-c2cn3c(n2)sc2cc(C(=O)Nc4ccc(C)cc4C)ccc23)cc1 | -23.9% | -3.0%[57.5 µM]
COc1ccc(-n2nc3c(N4CCC(C(=O)NCc5ccccc5C)CC4)nnc(C)c3c2C)cc1 | -2.2% | -9.0%
COc1ccc(-c2nnc(SCc3cn4cccc(C)c4n3)o2)cc1OC | 15.1% | -2.7%
Cc1c(-c2ccccc2)c(=O)oc2ccc(OC(=O)c3ccccc3)cc12 | 4.7% | -5.0%
O=C(COC(=O)C1CCOCC1)c1ccc2c(c1)OCO2 | 20.9% | 2.5%

# Screening results: PubChem BioAssay, National Center for Advancing Translational Sciences (NCATS)
